APOBEC3G inh: inhibitors of human APOBEC3G DNA deaminase. Q9HC16. recombinant A3G, ssDNA deamination FAM/TAMRA fluorescence. inhibition, % at 20 µM. 0.28% of 330,000 active;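 active = inhibition of at least 40% at 20 µM, with no more than 30% in the related APOBEC3A deaminase screen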;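 note: plate controls were DMSO wells with A3G for no effect and wells lacking A3G enzyme for full effect; some compounds called inactive have numbers as strong as hits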
A3A deaminase: blocks human APOBEC3A ssDNA deamination | recombinant A3A, FAM/TAMRA ssDNA deamination fluorescence | inhibition, % at 20 µM | 0.41% of 330,000 active;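 active = at least 40% inhibition at 20 µM here, with at most 30% in a related deaminase screen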;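 note: plate controls were A3A with DMSO for no effect and wells lacking A3A enzyme for full effect; some results filed as inactive read as strong as hits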
Target sequence (P31941 whole entry, looked up): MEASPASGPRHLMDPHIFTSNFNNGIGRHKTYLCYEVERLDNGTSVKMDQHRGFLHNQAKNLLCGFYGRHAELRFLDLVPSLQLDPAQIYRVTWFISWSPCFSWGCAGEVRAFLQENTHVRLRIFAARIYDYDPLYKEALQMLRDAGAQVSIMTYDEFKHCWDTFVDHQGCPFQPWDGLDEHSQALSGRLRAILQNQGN
hIAP block: blocks human intestinal alkaline phosphatase; inhibition, % at 10 µM; P09923; AID 2544; purified IAP, CDP-Star luminescence, 30 min; 0.12% of 330,000 active;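 active = inhibition reaching a set limit with compound at 10 µM in the primary screen, cut at about 35% in these data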;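 note: plate controls were DMSO wells with enzyme for no effect and no-enzyme buffer wells for full effect; values of inactives mirror those of a sister screen read the other way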
Target sequence (P09923 whole entry, looked up): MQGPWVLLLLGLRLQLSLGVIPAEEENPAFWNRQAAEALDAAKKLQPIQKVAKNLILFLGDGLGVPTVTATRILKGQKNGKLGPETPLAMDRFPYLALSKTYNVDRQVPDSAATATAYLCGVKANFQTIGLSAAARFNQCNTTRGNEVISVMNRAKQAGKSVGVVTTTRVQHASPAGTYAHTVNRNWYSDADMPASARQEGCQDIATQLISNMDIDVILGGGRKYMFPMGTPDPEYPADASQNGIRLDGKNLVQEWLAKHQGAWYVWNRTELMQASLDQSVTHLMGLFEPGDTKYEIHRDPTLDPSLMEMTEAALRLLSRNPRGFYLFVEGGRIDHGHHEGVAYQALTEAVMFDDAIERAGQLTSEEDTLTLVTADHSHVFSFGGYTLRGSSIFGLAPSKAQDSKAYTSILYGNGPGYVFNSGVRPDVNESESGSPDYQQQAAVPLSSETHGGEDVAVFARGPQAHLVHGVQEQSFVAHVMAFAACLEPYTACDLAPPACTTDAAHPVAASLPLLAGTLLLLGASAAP
GRIN3A LBD mod: modulates the human NR3A ligand-binding domain | NR3A LBD differential scanning fluorimetry, Tm shift; 0% = protein alone, 100% = glycine-bound protein | Tm shift relative to glycine control, % at 25 µM | 2.5% of 340,000 active | AID 1259313;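 active = melting temperature shift of at least 10% of the positive control shift, at one fixed dose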
mIAP activ: mouse IAP activation | 0.24% of 330,000 active | activation factor at 10 µM | muIAP, CDP-Star luminescence, 30 min; stronger effect = higher value; 1 = vehicle-only enzyme signal, 0 = enzyme-free wells;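 active = activation factor of at least 2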; note: the source names both 10 and 20 µM as test concentration; values of inactives mirror those of a sister screen read the other way
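System: mouse IAP enzyme. Reagent: CDP-Star chemiluminescent phosphatase substrate. Benchmarks: DMSO wells, no-enzyme wells. Times: 30 min enzyme-substrate-compound incubation at room temperature. Detection: luminescence from enzymatic CDP-Star hydrolysis. Doses: test compounds delivered from DMSO solution.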
mIAP block: mouse IAP inhibition | inhibition, % at 10 µM | purified mouse IAP, CDP-Star luminescence, 30 min | 0.2% of 330,000 active;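 active = inhibition of at least 40% at 10 µM in the primary screen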;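 note: plate controls were DMSO with enzyme for no effect and no enzyme wells for full effect; values of inactives mirror those of a sister screen read the other way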
beta cell repl: induces beta-cell replication in MIN6 cells | proliferation, % at 10 µM | MIN6 cells proliferation, ATPlite luminescence, 48 h; cells starved in 0.2% serum; 100% = growth in 10% serum | 0.29% of 330,000 active | AID 2380;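 active = compounds whose signal lies at least 3.5 SD above the mean of all wells on their plate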;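 note: 0% = DMSO-treated cells in low-serum medium and 100% = 10% serum control; some compounds called inactive have numbers as strong as hits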
hIAP activ: human IAP activation | 0.16% of 330,000 active | purified human IAP, CDP-Star luminescence, 30 min; stronger effect = higher value; 1 = vehicle-only enzyme, 0 = enzyme-free background | activation factor at 10 µM | P09923 | AID 2524;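 active = activation factor of the enzyme at least 2-fold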; note: the source names both 10 and 20 µM as test concentration; values of inactives mirror those of a sister screen read the other way
MPTP inh: permeability transition pore inhibition; inhibition, % at 10 µM; 1.4% of 360,000 active; isolated mouse mitochondria, Ca2+ swelling absorbance, 30 min; AID 602449;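 active = inhibition of 50% or more, scaled per plate between neutral and stimulator controls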;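 note: 0% = DMSO wells given calcium and 100% = 1 mM EGTA wells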
* = called active by the depositor; . = not tested or not shown. An excerpt (hit frequency here may not be typical).

SMILES	APOBEC3G inh	A3A deaminase	hIAP block	GRIN3A LBD mod	mIAP activ	mIAP block	beta cell repl	hIAP activ	MPTP inh
CC1(C)CC(N(CCc2ccccc2)Cc2ccccc2)CCO1 (stereo not drawn)	-4	2	0	2	0.98	2	-4	1	0.7
CC(=O)c1ccc2c(c1)OCO2	-7	-5	-22	-3	1	-2	-1	1.2	-0.4
COc1ccc2c(C)c(CC(=O)N3C[C@H]4C[C@@H](C3)c3cccc(=O)n3C4)c(=O)oc2c1C	8	1	-3	1	0.86	14	-2	1	-0.3
O=C1NC(=S)NC(=O)C1C/C=C/c1ccccc1	4	2	5	0	0.58	42*	-4	0.95	-1.5
CN(C)P(=NC(=S)c1cccn1C)(N(C)C)N(C)C	1	2	-22	-5	0.88	12	1	1.2	1.7
OC(c1ccc(F)cc1)(c1ccc(F)cc1)[C@@H]1CCCN1	2	4	3	0	0.95	5	1	0.97	49
CN1CCC2(CC1)CC(NC=O)c1ccccc1O2 (stereo not drawn)	-12	-5	-12	-1	1	-2	-3	1.1	-2.9
CCN(CC)C(=O)c1ccc(NC(=O)c2ccc3c(c2)NC(=O)CS3)cc1	-5	-2	-12	3	1	-3	0	1.1	-0.7
CC1CCC2[C@@H](C)C(=O)OC3O[C@]4(C)CCC1C32OO4 (stereo partly drawn)	-8	-2	17	-1	0.95	5	-2	0.83	-0.9
COCCN1C(=O)NC(=O)/C(=C\c2ccc(Br)cc2)C1=O	16	4	-4	-2	1	-2	-1	1	-0.5
O=c1c2ccccc2nc(-c2ccc(-c3ccccc3)cc2)n1-c1ccncc1	-2	-1	12	-2	0.87	13	-2	0.88	2.1
Cn1c(CN2CCN(C(=O)COc3ccccc3)CC2)nc2cc([N+](=O)[O-])ccc21	3	-2	3	4	0.95	4	3	0.97	1.8
COc1cc2[nH]c(=S)n(-c3ccccc3)c(=O)c2cc1OC	-1	-3	-1	1	0.93	7	4	1	0.7
CCOP(=O)(Cc1ccccc1)OCC	-1	0	8	-2	0.98	2	-5	0.92	-0.2
CSc1ccccc1C(=O)C1CCCN(Cc2ccncc2)C1 (stereo not drawn)	-1	4	-2	-1	1.1	-10	0	1	1.2
CCCN1CC[C@@H]2c3cc(O)ccc3CC[C@@H]21	1	2	-9	-2	1.1	-8	-3	1.1	-3.3
CCN(CC)CCC(=O)O[C@H]1CC[C@]2(C)C3CC[C@@]4(C)C(CC[C@]4(C)O)C3CC[C@H]2C1 (stereo partly drawn)	2	0	14	-1	0.95	5	-5	0.86	27
COc1cc(CN2C(=O)NC(=O)C3(Cc4cc(C)ccc4N(C)C3)C2=O)cc(OC)c1 (stereo not drawn)	-2	-6	4	-5	1	-1	-2	0.96	2.4
COc1cccc(CCNCc2c(F)cccc2F)c1	-7	-3	-5	2	1.1	-10	-2	1.1	-1.2
COc1ccc(-n2c(O)c(/C=C3\C=Nc4ccc(Br)cc43)c(=O)[nH]c2=O)cc1	-8	0	6	-2	0.9	10	-3	0.94	1.8
CCc1cc2c(N3CCN(C)CC3)ncnc2s1	-4	-2	-11	2	1.1	-10	-2	1.1	-2.6
CCC1(C2=NCCN2)Cc2ccccc2O1 (stereo not drawn)	-8	-5	-5	3	0.96	4	7	1.1	-1.3
c1ccc(NC2=NCCS2)cc1	-6	-8	-5	0	1.2	-19	-2	1	0.3
CCN1CCc2ccccc2C1	-2	3	1	1	1	-5	-3	0.99	0.9
COc1cc2c(cc1O)[C@@H]1Cc3ccc(OC)c(O)c3CN1CC2	-2	3	-22	-1	0.95	5	-3	1.2	1.1
Remaining list, next part:
SMILES	APOBEC3G inh	A3A deaminase	hIAP block	GRIN3A LBD mod	mIAP activ	mIAP block	beta cell repl	hIAP activ	MPTP inh
CN1C(=O)CN=C(c2ccc(Cl)cc2)c2cc(Cl)ccc21	-6	-6	10	1	1	-4	-2	0.9	-0.6
O=C(Cn1c(=O)n(CC2CS2)c2ccccc21)N1CCCCCC1 (stereo not drawn)	-14	-1	19	-2	0.98	2	-5	0.81	-0.2
O=C(N/N=C/c1c(O)n(CCC2=CCCCC2)c(=S)[nH]c1=O)c1ccccc1	-10	-2	-57	24*	0.64	36	-3	1.6	24
Cc1nc2ccccc2c(=O)n1-c1cc(F)ccc1F	-2	5	0	0	1	-3	-3	1	0.3
COC(=O)C1=C(c2cccc(OC)c2OC)C[C@@H]2CC[C@H]1N2C(=O)NCCO	8	4	-13	0	0.93	7	-4	1.1	0.0
C=CCN1C(=O)NC(=O)/C(=C\c2ccc(-c3ccccc3[N+](=O)[O-])o2)C1=O	-2	-1	-7	-4	0.89	11	-4	1.1	38
OC1(c2ccccc2)CCNC2CCCCC21 (stereo not drawn)	2	6	10	-2	1.1	-11	1	0.91	0.0
CCOP(=O)(OCC)c1ccc(OP(=O)(c2cccc([N+](=O)[O-])c2)c2cccc([N+](=O)[O-])c2)cc1	-6	-4	12	0	0.89	11	4	0.88	1.0
Cc1ccc(CC2C(=O)N(C)C(=O)N(C)C2=O)s1	-2	-4	3	1	1	0	-1	0.97	1.6
COC(=O)C1=C(c2cc3ccccc3o2)C[C@@H]2CC[C@H]1N2C(=O)NC1CCCCC1	-8	-4	6	1	0.99	1	-3	0.94	1.6
CCN(CC)C(=O)c1ccc(N(Cc2ccccc2)S(C)(=O)=O)cc1	5	0	-10	-4	0.99	1	-1	1.1	0.9
CCC1(c2ccc(N)cc2)CCC(=O)NC1=O (stereo not drawn)	-7	4	-2	0	0.91	9	5	1	2.3
Cc1ccsc1C(=O)C1CCCN(Cc2cn(C)nc2C)C1 (stereo not drawn)	-5	-3	14	-3	1	-2	-3	0.85	-1.6
O=C(COc1ccccc1)N1CCN(CC2CC3C=CC2C3)CC1 (stereo not drawn)	-4	-4	3	-1	0.92	8	-3	0.97	0.6
COc1ccc(-c2nn(Cc3ccccc3)cc2C(=O)NC2CC2)cc1OC	-3	-1	-18	0	1	-4	-4	1.2	-0.9
COc1ccc(C(=O)CC2C(=O)N(C)C(=O)N(C)C2=O)cc1	-6	-6	-15	1	0.94	6	-1	1.1	-0.6
Cc1nn(Cc2ccccc2Cl)c(C)c1C(=O)OCC(=O)NC1CCCC(C)C1C (stereo not drawn)	-3	3	-16	-5	1.4	-35	-2	1.2	-0.1
Oc1ccc(C[C@H]2NCCc3cc(O)c(O)cc32)cc1O	28	3	17	0	0.37	63*	-4	0.83	1.0
CC(C)c1ccc(-n2c(O)c(/C=N/NC(=O)c3ccncc3)c(=O)[nH]c2=O)cc1	-5	4	-66	-1	0.93	7	3	1.7	-4.8
O=C(O)CNC1c2ccccc2CSc2ccccc21 (stereo not drawn)	3	0	0	2	0.98	2	-2	1	1.2
COc1ccc(N2CCN(CCCN)CC2)cc1	-4	0	17	-1	1	-3	-3	0.83	70*
CC(=O)O[C@@]12CO[C@@H]1C[C@@H](O)[C@@]1(C)C(=O)[C@H](O)C3=C(C)[C@@H](OC(=O)[C@H](O)[C@@H](NC(=O)c4ccccc4)c4ccccc4)C[C@@](O)([C@@H](OC(=O)c4ccccc4)C12)C3(C)C (stereo partly drawn)	-6	-2	-3	-6	1.3	-34	-3	1	-1.7
C1CC2OC2CC1C1CO1 (stereo not drawn)	-5	-3	-5	0	1.1	-11	1	1.1	-0.2
COC(=O)C1=C(c2ccc(Cl)c(C(F)(F)F)c2)C[C@@H]2CC[C@H]1N2C(=O)NCCOc1ccccc1	-10	-1	-4	-17	0.95	5	-7	1	-3.4
C=CCn1c(O)c(C(=O)CCCCCC)c(=O)[nH]c1=O	-7	0	-11	1	1	-4	-2	1.1	4.2
(listing goes on)
SMILES	APOBEC3G inh	A3A deaminase	hIAP block	GRIN3A LBD mod	mIAP activ	mIAP block	beta cell repl	hIAP activ	MPTP inh
O=C1CC(N2CCC(n3c(=O)[nH]c4ccccc43)CC2)C(=O)N1c1ccc(F)cc1 (stereo not drawn)	-7	-3	6	0	1	0	3	0.94	-3.0
O=C1C(=O)c2ccccc2-c2ccccc21	-1	0	-11	-1	0.91	9	-8	1.1	2.8
Cc1cc(OCc2cc(C(=O)O)oc2C)c2c3c(c(=O)oc2c1)CCCC3	-7	-1	-8	1	0.95	5	-4	1.1	1.4
O=c1c2ccc(Cl)cc2[nH]c(=S)n1-c1cccnc1	-5	-3	1	0	0.95	5	2	0.99	-1.9
CC[C@H](C)[C@@H](C(=O)N1CCCC1c1nccs1)N(C)C(=O)[C@H](CC(C)C)N(C)C(=O)[C@H](Cc1ccc(OC)cc1)N(C)C(=O)/C=C(\C)OC (stereo partly drawn)	-3	1	-10	2	0.97	3	-4	1.1	0.7
COC(=O)C1=C(c2cccc(C#N)c2)C[C@@H]2CC[C@H]1N2C(=O)N1CCCCC1	3	1	-15	-1	1.1	-5	-5	1.1	-1.0
O=C(O)Cn1cc(/C=C2\C(=O)NC(=O)N(c3ccc(Br)cc3)C2=O)c2ccccc21	-13	-6	8	.	1	0	0	0.92	-0.9
Cc1ccc(C)c(NP(=O)(Oc2ccccc2)Oc2ccccc2)c1	-7	-5	-19	-1	1.2	-15	-7	1.2	0.6
CN(C)C1(CNC(=O)c2ccc(Cl)c(S(=O)(=O)NCc3ccco3)c2)CCCCC1	-4	-1	-5	0	1	-5	-3	1.1	0.6
CCN(CC)c1ccc(/C=C2\C(=O)NC(=O)N(CC3CCCO3)C2=O)cc1 (stereo not drawn)	-4	-3	5	3	0.89	11	1	0.95	27
O=C(C1CC(c2ccc(F)cc2)=NO1)N1CCC2(CC1)OCCO2 (stereo not drawn)	-5	-1	-6	1	0.9	10	-3	1.1	-0.1
Fc1cccc(F)c1CN1CCN(Cc2c(F)cccc2F)CC1	-3	-1	18	0	0.93	7	-3	0.82	-2.5
COc1ccccc1N1CCN(Cc2c(F)cccc2Cl)CC1	-6	-4	7	3	0.9	10	1	0.93	1.7
C[C@]12CCC3C(CC[C@H]4C[C@@H](O)CC[C@]34C)C1CC[C@@]2(O)C(F)(F)F (stereo partly drawn)	-3	0	-4	.	1	0	-1	1	-0.1
CCOc1ccc2nc(N=Nc3c(O)[nH]c(=S)[nH]c3=O)sc2c1	2	6	16	-7	0.56	44*	-5	0.84	4.2
C[C@]12CCC3C(C[C@@H](O)[C@H]4C[C@@H](O)CC[C@]34C)C1CC[C@@H]2O (stereo partly drawn)	-4	2	-10	-1	1.1	-13	3	1.1	0.4
Cc1c(C(=O)c2ccccc2)c2ccccc2n1C	-9	-7	-1	6	0.98	2	3	1	-0.4
FC(F)=C(F)CCSc1ncn[nH]1	-10	0	5	1	0.88	12	-1	0.95	-1.0
Cc1cc(Cl)nc(N)n1	-6	-5	-11	0	1	-2	-2	1.1	0.8

Given with bars between the fields: entries from further up.
molecule | APOBEC3G inh | A3A deaminase | hIAP block | GRIN3A LBD mod | mIAP activ | mIAP block | beta cell repl | hIAP activ | MPTP inh
O=c1c2ccc(Cl)cc2[nH]c(=S)n1-c1cccnc1 | -5 | -3 | 1 | 0 | 0.95 | 5 | 2 | 0.99 | -1.9
Cc1nc2ccccc2c(=O)n1-c1cc(F)ccc1F | -2 | 5 | 0 | 0 | 1 | -3 | -3 | 1 | 0.3
O=C(O)Cn1cc(/C=C2\C(=O)NC(=O)N(c3ccc(Br)cc3)C2=O)c2ccccc21 | -13 | -6 | 8 | . | 1 | 0 | 0 | 0.92 | -0.9
C[C@]12CCC3C(CC[C@H]4C[C@@H](O)CC[C@]34C)C1CC[C@@]2(O)C(F)(F)F (stereo partly drawn) | -3 | 0 | -4 | . | 1 | 0 | -1 | 1 | -0.1

Assay outcomes (PubChem)
